Assay outcomes from PubChem.
V1aR counter: activates human V1a receptor in oxytocin agonist counter-screen; 320,000 compounds, 0.25% hits; P37288; activation, % at 3 µM; CHO-V1R cells, Fluo-8 calcium fluorescence, agonist mode; 0% DMSO, 100% 3 nM vasopressin;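 active means activation above the mean activation of all tested compounds plus 3 SD, per screening run, cut at about 20% in these data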;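 further: signal is peak over basal fluorescence ratio across a 100 second FLIPR read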
NALP1 yeast inh: blocks the NALP1 inflammasome reconstituted in yeast; 280,000 compounds, 0.61% hits; S. cerevisiae NALP1/ASC/caspase-1 growth, X-gal OD620, 72 h; inhibition, % at 10 µM; in the data active means inhibition mostly above about 24%, no sharp cut-off; inactive means mostly below about 32%; further: some compounds called inactive have numbers as strong as hits
GalR3 antag: human GalR3 antagonism. O60755. HEK293 GalR3-CNG cAMP membrane potential fluorescence; galR3 body fused to GalR1 C-terminus. inhibition, % at 3 µM. 360,000 compounds, 0.44% hits. AID 651719;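 active means inhibition above the screen-wide average plus 3 SD, cut at about 13% in these data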;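 further: forskolin and galanin both at EC90 stimulate the cells; cAMP rise reported by CNG channel membrane potential dye signal; 0% = forskolin plus galanin with DMSO and 100% = forskolin alone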
Target sequence (O60755 1-299 limits assumed): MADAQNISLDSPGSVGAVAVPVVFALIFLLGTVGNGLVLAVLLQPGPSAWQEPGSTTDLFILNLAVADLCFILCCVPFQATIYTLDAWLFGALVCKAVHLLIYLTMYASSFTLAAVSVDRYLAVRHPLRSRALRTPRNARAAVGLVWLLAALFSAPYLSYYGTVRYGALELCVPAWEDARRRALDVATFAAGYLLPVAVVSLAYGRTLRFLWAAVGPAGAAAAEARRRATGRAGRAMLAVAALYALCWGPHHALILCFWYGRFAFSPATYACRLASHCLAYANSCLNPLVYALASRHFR
MEKK2 mut-MEK5: signal of MEK5 binding to mutant human MEKK2 PB1 domain; percent response, % at 10 µM; bead flow cytometry, Alexa488-MEK5 binding to MEKK2 mutant; AID 1530; 290,000 compounds, 0.35% hits; in the data active means percent response above about 24%, passing the limit was not always enough; further: inactives centre near 1; some results filed as inactive read as strong as hits
MEKK2wt PB1 HTS: raises or lowers MEK5 binding to wildtype human MEKK2 PB1 domain. AID 1531. bead flow cytometry, Alexa488-MEK5 binding to MEKK2 WT; actives lie on both sides. Q9Y2U5. binding response (% of control), % at 10 µM. 290,000 compounds, 1.1% hits; in the data active means binding response below about 67% or above about 130%
GPR7 antagonist: blocks human GPR7 receptor signaling | AID 1861 | P48145 | inhibition, % at 4.4 µM | 290,000 compounds, 1.1% hits | GPR7-expressing cells, fluorescence antagonist assay; in the data active means inhibition above about 16%, passing the limit was not always enough;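 further: cells stimulated with the agonist NPW; 0% = agonist with vehicle and 100% = vehicle without agonist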
Target sequence (P48145 whole entry, looked up): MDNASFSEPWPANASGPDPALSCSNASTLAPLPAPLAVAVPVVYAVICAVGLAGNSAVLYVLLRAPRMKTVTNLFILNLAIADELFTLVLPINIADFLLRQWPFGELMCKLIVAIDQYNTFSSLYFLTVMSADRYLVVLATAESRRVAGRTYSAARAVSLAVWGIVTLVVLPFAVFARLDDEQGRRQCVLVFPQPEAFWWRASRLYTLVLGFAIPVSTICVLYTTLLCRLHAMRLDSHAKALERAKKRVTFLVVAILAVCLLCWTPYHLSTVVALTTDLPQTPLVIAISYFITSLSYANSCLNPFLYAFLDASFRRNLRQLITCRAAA
PfM18AAP inh: blocks P. falciparum M18 aspartyl aminopeptidase; recombinant PfM18AAP, H-Glu-NHMec fluorogenic cleavage; inhibition, % at 7.35 µM; 290,000 compounds, 1.2% hits;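 active means inhibition above the campaign mean inhibition over all tested compounds plus 3 SD, cut at about 28% in these data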;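 further: 0% = plate median of test compound wells and 100% = 2 mM ZnCl2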
OXTR ag: human OXTR agonism; AID 2435; CHO-OTR cells, Fluo-8 calcium fluorescence; normalized: DMSO 0%, oxytocin 100%; activation, % at 3 µM; 320,000 compounds, 0.32% hits; P30559;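 active means activation above the mean of all tested compounds plus 3 SD, cutoff set per screening run, cut at about 20% in these data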;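 further: peak over basal fluorescence ratio from a 100 s FLIPR kinetic read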
Target sequence (P30559 whole entry, looked up): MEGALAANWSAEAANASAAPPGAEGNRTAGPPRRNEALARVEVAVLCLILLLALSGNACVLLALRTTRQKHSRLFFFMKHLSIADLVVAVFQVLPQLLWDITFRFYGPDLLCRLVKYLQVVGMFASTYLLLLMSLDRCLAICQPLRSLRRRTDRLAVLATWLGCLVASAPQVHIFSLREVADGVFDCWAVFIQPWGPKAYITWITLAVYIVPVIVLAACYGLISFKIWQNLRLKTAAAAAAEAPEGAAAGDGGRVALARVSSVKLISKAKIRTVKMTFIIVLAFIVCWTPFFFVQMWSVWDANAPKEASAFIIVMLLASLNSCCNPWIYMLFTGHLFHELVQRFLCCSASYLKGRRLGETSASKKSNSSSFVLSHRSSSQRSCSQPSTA
OXTR potentiate: human OXTR potentiation. CHO-OTR cells, Fluo-8 calcium fluorescence, potentiator mode; 0% = oxytocin EC15, 100% = EC100. activation, % at 3 µM. 320,000 compounds, 0.061% hits;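 active means activation above that plate's cutoff, the mean activation of tested compounds plus 3 SD, cut at about 6.6% in these data, passing the limit was not always enough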;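 further: 100% uses oxytocin at 75 nM as the full agonist control; some results filed as inactive read as strong as hits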
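System: human OTR in CHO cells; Also added: sub-maximal oxytocin, roughly EC15; Timing: compound 6 min at room temperature before oxytocin, 100 s read; Technique: Fluo-8 intracellular calcium fluorescence, ex 470-495, em 515-575 nm; Controls: oxytocin EC15 low and EC100 high; Replication: singlicate.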
Numbers without * were called inactive; x = not tested or not shown; & = joins results of further samples.

cpd	canonical_smiles	V1aR counter	NALP1 yeast inh	GalR3 antag	MEKK2 mut-MEK5	MEKK2wt PB1 HTS	GPR7 antagonist	PfM18AAP inh	OXTR ag	OXTR potentiate
1	COCCSc1nc2c(c(=O)[nH]c(=O)n2C)n1CCC(C)C	-0.6	-10	-1	9	103	-16	-6	-0.9	-4
2	CN(NC(=O)c1ccccc1Cl)c1ncc(C(F)(F)F)cc1Cl	0.0	6	-2	2	99	-4	5	-2.7	-10
3	CC1CCCN(CCCNC(=O)C2CCC(CNS(=O)(=O)c3cccc4nsnc34)CC2)C1 (configuration not stated)	0.0	12	x	2	100	-6	5	-0.4	-8
4	Cc1nn(C)c(C)c1CN(C)S(=O)(=O)c1ccc(F)cc1	8.0	16	-5	2	102	-13	3	7.5	-6
5	CCN(CC)CC(=O)Nc1nn(-c2ccccc2)nc1C(N)=O	0.3	15	-3	7	115	-3	-4	-1.0	-10
6	COc1ccc2[nH]cc(CCNC(=O)Nc3ccccc3)c2c1	3.6	0	2	10	103	1	4	6.0	-10
7	CCOC(=O)N1CCN(Cc2c(NC(=O)c3ccco3)sc(C)c2C)CC1	-1.6	1	-3	-1	96	6	-2	-2.7	4
8	Cc1ccc(Cn2nc(-c3ccccc3)nc2-c2ccccc2)cc1	1.5	2	-10	x	x	1	-7	0.8	-2
9	S=C(NCCc1ccccn1)Nc1ccccc1Cl	-1.0	-1	-4	2	102	4	-4	-0.2	-4
10	COc1ccc(NC(=O)Nc2c(C)n(C)n(-c3ccccc3)c2=O)cc1	7.1	30	1	4	108	1	-1	0.5	3
11	N/C(=N\N=C\c1cccc(O)c1)c1nonc1N	6.9	2	-6	-4	89	8	-7	4.2	-8
12	C=CCOc1ccc(C2/C(=C(\O)c3ccc(F)cc3)C(=O)C(=O)N2CCCN(C)C)cc1 (configuration not stated)	-0.2	2	2	1	102	-7	3	-0.9	-9
13	CCOC(=O)COn1c(=O)c(=O)n(O)c2ccccc21	0.6	32	0	-9	93	4	-3	-0.3	-10
14	CCCCN(C)CCCNC(=O)C1CCC(CNS(=O)(=O)c2c(C)cc(C)cc2C)CC1 (configuration not stated)	-0.3	12	-13	15	129	-1	-1	0.5	-3
15	CCN(CC)C(=O)Cn1cc(C(=O)C(=O)Nc2ccc3c(c2)OCCO3)c2ccccc21	0.3	33	-3	2	103	-12	-6	1.1	-7

Further records:
cpd	canonical_smiles	V1aR counter	NALP1 yeast inh	GalR3 antag	MEKK2 mut-MEK5	MEKK2wt PB1 HTS	GPR7 antagonist	PfM18AAP inh	OXTR ag	OXTR potentiate
16	Brc1ccc(-c2cn3c(n2)SCC3)cc1	1.2	15	-7	-4	98	-2	-2	0.9	-3
17	CN(C(=S)Nc1ccccc1F)C1(c2ccccc2Cl)CCCCC1=O (configuration not stated)	0.4	21	-1	0	97	-6	-2	-0.5	-1
18	CCCCN1CCNC[C@@H]1c1ccccc1	0.8	x	5	x	x	x	x	1.0	-1
19	COc1cc([N+](=O)[O-])cc2cc(C(=O)NC(C)(C)C)c(=O)oc12	-0.4	10	-3	9	108	-10	2	0.0	-10
20	C(=N\n1cnnc1)/c1cn(Cc2ccccc2)c2ccccc12	0.1	-11	0	0	94	0	-1	2.3	0
21	O=C(Cn1cnc2ccccc2c1=O)NCCC(=O)N1CCN(Cc2ccccc2)CC1	0.6	-1	-5	-3	101	5	6	1.8	4
22	O=C(CSc1nnc2ccccn12)Nc1ccccc1C(=O)O	0.7	10	6	-5	109	-11	-2	0.0	-6
23	Cc1ccc(CNc2nc3ccccc3n2C)o1	-0.6	11	-5	1	98	-21	-2	-0.3	10
24	CC1CCc2sc(C(=O)NCC(C)(C)N3CCOCC3)cc2C1 (configuration not stated)	-0.7	x	-3	x	x	x	x	-0.9	-7
25	CN(c1cccc(NC(=O)c2cccc([N+](=O)[O-])c2)c1)S(C)(=O)=O	0.6	-9	-4	2	104	-4	2	0.5	-2
26	CC(C)(C)S(=O)(=O)c1cnc(-c2cnccn2)nc1N	-1.6	x	-6	29	114	-8	5	1.9	-15
27	COc1cccc(C2=NOC(C(=O)Nc3ccc(C(C)=O)cc3)C2)c1 (configuration not stated)	2.9	x	-4	9	112	16	-1	3.7	-9
28	CSc1ccc(/C=N/N2CCN(Cc3ccc(C)cc3C)CC2)cc1	0.2	17	-1	4	113	-7	-3	-0.7	-10
29	CC(NC(=O)COc1ccccc1)C(c1ccccc1)N1CCN(C)CC1 (configuration not stated)	0.0	0	-3	9	110	0	0	0.7	-2
30	Cc1nc2ccccc2c(=O)n1/N=C/c1ccccc1	-0.6	4	-3	3	101	-3	-6	-0.5	-8

Carrying on.
cpd	canonical_smiles	V1aR counter	NALP1 yeast inh	GalR3 antag	MEKK2 mut-MEK5	MEKK2wt PB1 HTS	GPR7 antagonist	PfM18AAP inh	OXTR ag	OXTR potentiate
31	Cc1cc(C)c2c(c1)/C(=N/NS(=O)(=O)c1ccccc1)CCC2	-1.7	-9	1	-2	98	-11	-9	-1.1	-2
32	O=C(Nc1nc2ccc(S(=O)(=O)N3CCCCC3)cc2s1)c1cccnc1	1.9	11	-4	6	103	3	-5	4.1	-5
33	N/C(Cc1ccc(Cl)cc1Cl)=N\OC(=O)c1cccs1	0.8	68	-2	-1	87	-5	-13	-1.7	-8
34	O=C(O)CC1S/C(=N/N=C/C=C/c2ccccc2)NC1=O (configuration not stated)	1.4&2.2	20&20	-4&-10	-2&0	95&90	-9&4	4&15	-1.0&-0.5	7&2
35	COc1ccc([C@@H]2C[C@@H](c3ccccc3)Oc3c(C)ccc(C(C)C)c32)cc1	0.0	x	1	4	108	x	x	1.1	-5
36	CCn1c(SCC(=O)N2CCCCCC2)nc2c(c1=O)SCC2	-0.4	-4	0	6	109	-16	0	-0.2	-1
37	NC(=O)NC(=O)CSc1cccc(C(F)(F)F)c1	0.1	-6	-10	3	102	21	2	-0.2	-1
38	C[C@@H](C(=O)N1CCN(Cc2ccc3c(c2)OCO3)CC1)n1nnc2ccccc2c1=O	-0.1	3	3	-2	97	-2	-4	-1.0	-11
39	CCCCN(CC)CCNC(=O)Cn1cnc2sc(C)c(S(=O)(=O)N3CCC(C)CC3)c2c1=O	-0.5	18	-5	2	108	-15	-4	0.7	-5
40	CCCCN(CCCC)CCNC(=O)CN1C(=O)CSc2ccc(S(=O)(=O)N3CCCCC3)cc21	-0.5	12	-9	2	107	-8	-5	0.2	-1
41	CCOC(=O)CCNc1n[nH]c(=O)[nH]c1=O	2.0	6	-3	9	104	0	3	1.0	-13
42	Cc1ccc(-c2nnc(NCc3nc4ccccc4[nH]3)c3ccccc23)cc1S(=O)(=O)N1CCCCC1	-1.3	15	6	18	100	-18	2	-1.4	-7
43	CCCC[C@@H]1CNC(=O)C(=O)N1CCc1cc(C(F)(F)F)cc(C(F)(F)F)c1	-0.4	x	-3	3	107	x	x	-0.3	1
44	C=CCn1c(N)c(S(=O)(=O)c2cccs2)c2nc3ccccc3nc21	0.5	2	-2	2	98	3	6	1.2	0
45	O=C(Nc1ccc(F)cc1F)c1ccc2c(c1)OCCO2	0.6	7	-10	1	96	-2	-9	-0.2	-4

Entries by screen from the list:
GalR3 antag for nos. 36 to 43, in order: 0, -10, 3, -5, -9, -3, 6, -3

New compounds follow
cpd	canonical_smiles	V1aR counter	NALP1 yeast inh	GalR3 antag	MEKK2 mut-MEK5	MEKK2wt PB1 HTS	GPR7 antagonist	PfM18AAP inh	OXTR ag	OXTR potentiate
46	COc1ccc(C(=O)NCC(=O)N/N=C/C=C/c2ccccc2)cc1OC	-0.5	5	-1	-4	101	-17	1	-1.3	3
47	Cc1nc(S(=O)(=O)Nc2ccccc2C(=O)NCC2CC2)cn1C	-1.1	x	0	-6	93	-17	-3	0.0	3
48	CN(C)C1=NCCN1CC1CCCCCC1	-0.1	x	-1	x	x	x	x	-0.3	-1
49	COc1ccc(Nc2nc(N)nc(CN3CCC(C)CC3)n2)cc1	-1.0	-1	-4	-11	85	-15	-1	-1.2	-15
50	CCCn1c(SCC(=O)NC2CCCC(C)C2C)n[nH]c1=O (configuration not stated)	0.5	11	-1	2	104	-8	-7	-0.3	-8
51	COc1ccc(C(=O)NCCNc2nc3c(C)cccc3cc2C#N)cc1OC	0.4	1	-8	-2	96	-9	22	0.9	-9
52	Cn1c(NCC(O)c2ccccc2)nc2c1c(=O)n(Cc1ccc(Cl)c(Cl)c1)c(=O)n2C (configuration not stated)	0.7	x	0	-7	96	-14	-1	0.7	-1
53	CC1(C)CC(=O)C(CS(=O)(=O)c2ccccc2)=C(O)C1	1.3	10	0	1	103	-3	-4	0.3	-10
54	COc1ccc(-c2ccc([C@H]3[C@H]4C=CC[C@@H](C)[C@@H]4C(=O)N3Cc3ccccc3)c(F)c2)cc1OC	1.5	-3	-8	3	101	x	x	1.4	-8
55	CC1CCC2(CC1)NC(=O)N(CC(=O)c1cn(CCC#N)c3ccccc13)C2=O (configuration not stated)	0.9	20	-5	4	110	-12	-7	5.9	-4
56	CC(C)(C)C(=O)N1CCN(c2ncnc3scc(-c4ccccc4)c23)CC1	-1.6	7	-12	-4	92	-9	-5	-2.6	4
57	CCCc1nc2ccccc2n1Cc1ccccc1OC	0.4	3	-8	8	103	-3	-1	-2.4	4
58	O=C(Nc1ccc(C(=O)O)cc1)/C(=C/c1ccc2c(c1)OCO2)NC(=O)c1cccc(Br)c1	-0.1	16	-1	-3	91	-5	-2	-0.6	-6
59	CCc1ccccc1N(CC(=O)N1CCCCC1)S(=O)(=O)c1ccccc1	0.5	3	-9	1	100	-1	1	-1.1	7
60	CCOc1ccc(Cc2nnc(N)s2)cc1OCC	0.8	10	4	2	101	-22	-3	0.2	-12
61	Cn1c2c(c(=O)n(C)c1=O)CN(CC1CCCO1)CN2 (configuration not stated)	1.1	26	-3	2	99	-1	-2	0.1	-1
62	CC(=O)Nc1ccc(OCCOc2ccccc2C(C)=O)cc1	4.1	2	-8	0	98	-7	3	2.5	-4
63	S=c1[nH]cc(-c2ccc(Cl)cc2)n1Cc1ccccc1	6.8	32	0	-2	106	-6	-4	-2.9	-3

5 entries picked at random from those above:
cpd	canonical_smiles	V1aR counter	NALP1 yeast inh	GalR3 antag	MEKK2 mut-MEK5	MEKK2wt PB1 HTS	GPR7 antagonist	PfM18AAP inh	OXTR ag	OXTR potentiate
60	CCOc1ccc(Cc2nnc(N)s2)cc1OCC	0.8	10	4	2	101	-22	-3	0.2	-12
50	CCCn1c(SCC(=O)NC2CCCC(C)C2C)n[nH]c1=O (configuration not stated)	0.5	11	-1	2	104	-8	-7	-0.3	-8
54	COc1ccc(-c2ccc([C@H]3[C@H]4C=CC[C@@H](C)[C@@H]4C(=O)N3Cc3ccccc3)c(F)c2)cc1OC	1.5	-3	-8	3	101	x	x	1.4	-8
56	CC(C)(C)C(=O)N1CCN(c2ncnc3scc(-c4ccccc4)c23)CC1	-1.6	7	-12	-4	92	-9	-5	-2.6	4
58	O=C(Nc1ccc(C(=O)O)cc1)/C(=C/c1ccc2c(c1)OCO2)NC(=O)c1cccc(Br)c1	-0.1	16	-1	-3	91	-5	-2	-0.6	-6
